# High-throughput results deposited in PubChem by National Center for Advancing Translational Sciences (NCATS).
# SNCA expr inh: inhibitors of alpha-synuclein (SNCA) gene expression; HEK-293 SNCA-luciferase knock-in, luminescence, 24 h; 140,000 tested, 0.17% active; Potency, µM (highest dose often 57.2 µM), without a hit: at the top dose activity change, negative = inhibition, actives largely listed as inhibitors;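 further: potency means the concentration at half of the fitted maximal effect; plate controls were DMSO cells for no effect and cell-free wells for full effect; nearly all actives have a fitted effect of over 45% in size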
# FLuc inh: inhibitors of firefly (Photinus pyralis) luciferase; P08659; purified P. pyralis luciferase, luminescence, biochemical; Potency, µM (highest dose often 115 µM), without a hit: at the top dose activity change, negative = inhibition, most hits filed as inhibitors; 76,000 tested, 2.5% active; AID 1347043; further: potency means the concentration at half of the fitted maximal effect; nearly all actives have a fitted effect of over 65% in size
# Target sequence (P08659 whole entry, looked up): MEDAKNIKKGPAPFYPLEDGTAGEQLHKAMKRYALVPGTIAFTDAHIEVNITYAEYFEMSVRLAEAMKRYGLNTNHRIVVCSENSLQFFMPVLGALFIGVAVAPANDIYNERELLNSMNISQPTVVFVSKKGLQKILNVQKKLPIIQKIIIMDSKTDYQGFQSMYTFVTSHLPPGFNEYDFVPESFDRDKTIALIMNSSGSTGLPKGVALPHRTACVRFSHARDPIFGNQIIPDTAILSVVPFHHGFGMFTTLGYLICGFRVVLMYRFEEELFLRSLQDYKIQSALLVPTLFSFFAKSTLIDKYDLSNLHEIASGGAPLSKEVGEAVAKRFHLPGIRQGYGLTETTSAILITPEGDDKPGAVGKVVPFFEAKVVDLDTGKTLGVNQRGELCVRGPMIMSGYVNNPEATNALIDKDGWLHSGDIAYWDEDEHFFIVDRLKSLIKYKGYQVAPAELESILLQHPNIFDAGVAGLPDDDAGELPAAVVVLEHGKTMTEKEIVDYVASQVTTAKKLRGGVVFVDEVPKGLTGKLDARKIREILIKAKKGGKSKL
#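 Luminescence read by CCD imaging after purified firefly luciferase (10nM final) was added to substrate buffer holding 10uM D-luciferin and 10uM ATP, pH 7.5, pre-dosed with compound.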
# HEK293 viab: reduces viability of HEK-293 SNCA reporter cells; HEK-293-SNCA-luc viability, GF-AFC fluorescence, 24 h; Potency, µM (highest dose often 57.1 µM), for the others: at the top dose activity change, negative = cytotoxicity, actives largely listed as cytotoxic; 150,000 tested, 0.12% active; AID 1671193;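 further: potency means the concentration at half of the fitted maximal effect; 0% = DMSO-treated cells and -100% = medium-only wells without cells; nearly all actives have a fitted effect of over 30% in size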
#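 Cytotoxicity counterscreen: after 24 h compound treatment of genome-edited SNCA-luciferase HEK-293 cells, live-cell protease substrate GF-AFC read by fluorescence after 30 min; activity scaled between DMSO (0%) and medium-only (-100%), curves Hill-fitted.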
# GPT2 inhibitor: GPT2 alanine aminotransferase inhibition; Q8TD30; Recombinant GPT2, coupled pyruvate oxidase/HRP Amplex Red fluorescence; Potency, µM (titrated, usually from 57.7 µM), for the others: at the highest dose activity change, negative = inhibition, actives largely listed as inhibitors; 100,000 tested, 0.25% active; AID 1671188; further: potency means the concentration at half of the fitted maximal effect; nearly all actives have a fitted effect of over 60% in size; many of its hits are not listed in these tables
#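 Fluorescence of coupled pyruvate oxidase/HRP/Amplex Red system (50uM Amplex, 30 min, dark) reports pyruvate formed by GPT2. Enzyme reaction: 10ng/uL GPT2, 2mM L-alanine, 250uM a-KG, 30 min room temperature, pH 7.5; 50uM AOA control.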
# HEK293 tox: HEK 293 cell cytotoxicity. HEK 293 viability, ATP luminescence (CellTiter-Glo), 48-72 h. Potency, µM (series often up to 115 µM), without a hit: at the top dose activity change, negative = cytotoxicity, most hits filed as inhibitors. 94,000 tested, 6.6% active. AID 1345083; further: potency means the concentration at half of the fitted maximal effect; nearly all actives have a fitted effect of over 60% in size
#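 HEK 293 cells seeded at 250 cells/well were exposed to compound for 48 or 72 hr at 37 degree Celsius. Viability taken as ATP content by CellTiter-Glo luminescence.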
# 3T3 cytotox: cytotoxic compounds in NIH 3T3 cells | NIH 3T3 viability, CellTiter-Glo ATP luminescence, 48-72 h | Potency, µM (top dose mostly 96.7 µM), for the others: at the top dose activity change, negative = cytotoxicity, actives largely listed as inhibitors | 94,000 tested, 4.3% active; further: potency means the concentration at half of the fitted maximal effect; nearly all actives have a fitted effect of over 55% in size
#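 Cytotoxicity is measured as loss of cellular ATP: NIH 3T3 cells (400/well) are exposed to compound for 48 or 72 hr at 37 °C, then CellTiter-Glo luminescence is imaged after 10 min at room temperature.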
# IP6K1 inh: inhibitors of human IP6K1; activity change, % (series mostly up to about 58 µM); IP6K1 kinase, ADP-Glo luminescence, 2 h; stronger effect = lower value; 140,000 tested, 0.81% active; AID 1645851; in the data active means activity change below about -25%
# Target sequence (Q92551 whole entry, looked up): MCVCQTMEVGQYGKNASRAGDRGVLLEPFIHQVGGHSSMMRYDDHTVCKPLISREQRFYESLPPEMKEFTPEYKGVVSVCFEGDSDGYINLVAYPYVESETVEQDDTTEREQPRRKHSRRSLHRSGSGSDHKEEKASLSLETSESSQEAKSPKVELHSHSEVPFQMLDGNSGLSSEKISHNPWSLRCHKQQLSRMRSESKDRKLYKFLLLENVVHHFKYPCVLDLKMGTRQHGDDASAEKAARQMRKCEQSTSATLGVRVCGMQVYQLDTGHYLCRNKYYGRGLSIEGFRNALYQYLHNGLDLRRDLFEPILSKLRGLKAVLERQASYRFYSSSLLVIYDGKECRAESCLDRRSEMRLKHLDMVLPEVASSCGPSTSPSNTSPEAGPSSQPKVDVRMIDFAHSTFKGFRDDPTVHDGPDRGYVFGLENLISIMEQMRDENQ
#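 ADP-Glo luminescence measures ADP made by human IP6K1 during a 2 h RT reaction with ATP/IP6 (mix at 1.3 mM/130 uM); top library doses 57.5 and 19.1 uM final.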
# The depositor's hits bear a star; i = inactive; ? = inconclusive; / = no result given; [ ] = another dose, or the depositor's remark. Unless noted, the call rests on the fitted dose curve; in most records, active means well fitted curve in the direction sought with a large enough effect; inconclusive means small, poorly fitted or top-dose-only effect, or another doubt; inactive means no such curve, though single readings can be large; an effect the other way counts as inactive or inconclusive. Unless noted, on the % scale 0 is the no-effect control and ±100 the full control effect. Random draw from the library; 7.7% or so of the library scored in one or more.
no. | SMILES | FLuc inh | HEK293 tox | HEK293 viab | 3T3 cytotox | SNCA expr inh | GPT2 inhibitor | IP6K1 inh
1 | CCCCCCCCCCCCOCCO | / | / | 2%[23.9 µM] | / | 4%[25.6 µM] | -11% | 7
2 | COc1ccccc1-c1cccc(CN2CCC(NC(C)=O)CC2)c1 | / | -26% | -2% | ? | 18% | i | -5
3 | COCCN1CCOC2(CCN([S+](=O)([O-])c3ccc(F)cc3F)CC2)C1=O | -15%[172 µM] | -17%[172 µM] | 7%[87.6 µM] | ? | 15%[87.6 µM] | ? | 0
4 | O=C(c1ccccc1Cl)N1CCCC(C(=O)N2CCC(N3CCCC3=O)CC2)C1 (configuration not stated) | / | 3% | 14% | -18% | 22% | i | 2
5 | Cn1cc(C(=O)NCCc2noc(C3CC3)n2)cn1 | 2% | 1% | -14% | 4% | -6% | i | 6
6 | COCC(=O)NCCNC(=O)c1cccc(-c2ccc(SC)cc2)c1 | / | ? | -1%[12.5 µM] | -29%[138 µM] | 23%[87.6 µM] | -29%[88.5 µM] | 1
7 | C[C@@H]1C[C@H]2O[C@@]3(O[C@@H]2C(C)(C)O)C(O)[C@@]2(C)C4CCC5C(C)(C)[C@@H](O[C@H]6OC[C@H](O)[C@@H](O)[C@@H]6O)CC[C@@]56C[C@@]46CC[C@]2(C)C13 (some centres not stated) | / | / | 31%[23.9 µM] | / | / | 4%[17.1 µM] | 14
8 | COc1ccc(-c2cccc(C(=O)NCc3ccccc3Cl)c2)nn1 | / | ? | / | ? | / | / | 12
9 | COc1ccccc1CNC(=O)C1CCCN1Cc1cccc(-c2ccc(C)c(Cl)c2)c1 (configuration not stated) | / | 40µM* | / | 40µM* | / | / | 18
10 | O=C(NCc1ccc(Cl)cc1)c1cc(-c2ccccc2)c2nncn2n1 | / | -4% | -1% | -8% | -18% | i | 6

# More compounds
no. | SMILES | FLuc inh | HEK293 tox | HEK293 viab | 3T3 cytotox | SNCA expr inh | GPT2 inhibitor | IP6K1 inh
11 | CNC(=O)[C@@H]1CN(C(=O)c2cc3cc(OC)ccc3[nH]2)C[C@H]1c1nc(C)no1 | -25% | 5% | -5% | ? | -15% | ? | 6
12 | O=C(C1CC1)N1CCN(c2ccc3nnc(C4CC4)n3n2)CC1 | / | -12%[172 µM] | / | ? | / | / | 10
13 | CSc1ccc(CNC(=O)C2CCN(c3nc4ccccc4nc3C(F)(F)F)CC2)cc1 | / | / | 2% | / | -4% | / | 10
14 | CCOc1ccccc1C(=O)N1CCC(c2n[nH]c(=O)n2-c2ccc(C)cc2)CC1 | 7% | 3% | 5% | -14% | 0% | i | -5
15 | COC(=O)[C@H](Cc1ccc(OC)cc1)NC(=O)[C@H]1CN(S(=O)(=O)c2ccccc2)CCN1C(=O)c1cccs1 | -8% | 79µM* | ? | ? | ? | 1% | 6
16 | COc1ccc2nc(CNC(=O)C3CCN(C(=O)C4CCC4)CC3)[nH]c2c1 | 9% | 2% | 5% | 3% | -3% | ? | -16
17 | CC1Oc2ccc(NC(=O)COc3ccccc3)cc2CN(Cc2ccccc2)C1=O (configuration not stated) | 2% | ? | -19% | ? | -29% | 3% | 21
18 | Cc1ccccc1CNC(=O)CCC[C@@H]1[C@H]2CCCN3CCC[C@@H](CN1Cc1cccnc1)[C@@H]23 | 7% | -10% | 7% | ? | 41%[activator] | -6% | -15
19 | COc1ccc(-c2cn3nc(N4CCC(C(=O)Nc5cccc(C)c5C)CC4)sc3n2)cc1 | / | / | -5% | / | 58%[activator] | / | 1
20 | COc1ccc(OCC(O)Cn2c(=N)n(CCN3CCCCC3)c3ccccc32)cc1 (configuration not stated) | / | / | -11% | / | 18% | / | -1

# More results follow.
no. | SMILES | FLuc inh | HEK293 tox | HEK293 viab | 3T3 cytotox | SNCA expr inh | GPT2 inhibitor | IP6K1 inh
21 | COc1ccc(C2Cn3nnc(C(=O)N4CCC(C(=O)NC5CCC(C)CC5)CC4)c3CO2)cc1 (configuration not stated) | -9% | 7% | -9% | i | 6% | -8% | 3
22 | Cc1ccc(Cn2c(C)c3cnn(CC(=O)N4CCN(c5ccc(F)cc5)CC4)c(=O)c3c2C)cc1 | / | / | -6% | / | -27% | / | 10
23 | O=C([C@H]1CCCN1C(=O)Cc1cccc(Cl)c1)N1CCCC(c2nc3ccncc3[nH]2)C1 (some centres not stated) | / | -3% | -4% | -18% | -10% | 0% | 20
24 | O=C(CSc1nc2ccccc2n1Cc1cccc(F)c1)NCc1ccccc1 | / | / | -7% | / | -9% | / | 23
25 | CCCC1c2nccn2CCCN1C(=O)c1ccncc1F (configuration not stated) | -2% | -10% | 1% | -9% | 6% | 0% | 0
26 | CN(C)C(=O)c1ccc(-c2cnc3[nH]cc(CC(=O)N4CCOCC4)c3c2)cc1 | -11%[172 µM] | ? | 3%[87.6 µM] | ? | -3%[87.6 µM] | i | -8
27 | O=C(NC1C[C@H]2CC[C@@H](C1)N2C(=O)CCc1ccccc1)c1ccncc1 (some centres not stated) | 5% | -10% | 3% | -10% | -4% | -2% | 18
28 | COc1ccc2c(c1)CN(C1CCN(C)CC1)CC[C@H]1COC(=O)N21 | 1%[172 µM] | -11%[172 µM] | 4%[87.6 µM] | -1%[174 µM] | -16%[87.6 µM] | -6%[88.5 µM] | -4
29 | CCOc1ccc(N(C)S(=O)(=O)c2c(C(=O)N3CCC(C)CC3)c(C)n(C)c2C)cc1 | / | / | -26% | / | 4% | / | -3
30 | O=C(NCc1cccnc1)c1ccc2c(c1)N(C(=O)c1ccc(F)cc1)CC2 | -7% | ? | -24% | -21% | -14% | i | 6

# Continued.
no. | SMILES | FLuc inh | HEK293 tox | HEK293 viab | 3T3 cytotox | SNCA expr inh | GPT2 inhibitor | IP6K1 inh
31 | COc1ccc(C)cc1NC(=O)CCS(=O)(=O)c1ccc2c(c1)CC(=O)N2C | / | / | -12% | / | -22% | / | -7
32 | CNC(=O)c1cc(C)nc2onc(C3CCCN3C(=O)C(C)(C)C)c12 (configuration not stated) | / | i | / | 2% | / | / | -12
33 | COCCN1C(=O)[C@H]2CN(Cc3cccc(OC)c3)C[C@H]2C1=O | -4% | -4% | 12% | 0% | 2% | i | -10
34 | CC(=O)N1CCN(C(=O)C[C@@H]2C[C@@H](C(C)C)[C@H](CC#N)C=C2C)CC1 | 1%[172 µM] | -22%[172 µM] | -7%[87.6 µM] | -19%[174 µM] | -16%[87.6 µM] | -26%[88.5 µM] | 22
35 | CCOc1ccc(-c2nc3c(c(SCC(=O)N4CCCCC4)n2)Cc2cccc(OC)c2O3)cc1 | / | / | 2% | / | -27% | / | 17
36 | Cc1nnc2ccc(N3CCCC(N[S+](=O)([O-])c4ccccc4)C3)nn12 (configuration not stated) | / | i | / | -13% | / | / | -5
37 | O=C(NCc1ccc2c(c1)OCO2)C1COC2(CCCCC2)N1C(=O)c1cccc(F)c1 (configuration not stated) | -10% | ? | 1% | ? | ? | i | 7
38 | Cn1c(=O)n(C)c2cc(N3CCOCC3)c(NS(=O)(=O)c3ccc(C(C)(C)C)cc3)cc21 | / | / | -21% | / | 73%[activator] | / | 0
39 | COc1ccc(C)cc1NC(=O)c1sc2nc(-c3ccc(F)cc3)cn2c1C | / | / | 4% | / | 2% | / | 18
40 | CC(C)CCNC(=O)C1Cn2cccc2C(=O)N1Cc1ccccc1 (configuration not stated) | -6% | -12% | 3% | -13% | 1% | 3% | 3

# (continued)
no. | SMILES | FLuc inh | HEK293 tox | HEK293 viab | 3T3 cytotox | SNCA expr inh | GPT2 inhibitor | IP6K1 inh
41 | O=C(c1ccco1)N1CC(Oc2ccccc2-c2nc(C3CC3)no2)C1 | / | ? | 3% | ? | -9% | i | 4
42 | COc1cccc(N2CC(C(=O)NCCCc3ccccc3)NC2=O)c1 (configuration not stated) | -8% | -12% | 11% | ? | -15% | i | -2
43 | CCc1cc(=O)n(CC(=O)Nc2ccccc2OC)c(N2CCOCC2)n1 | -5% | ? | 1% | -11% | -4% | -3% | 16
44 | Cc1[nH]cnc1CN1CCCC(c2[nH]ncc2Cc2ccccc2)C1 (configuration not stated) | 1% | ? | 2% | ? | 2% | -3% | 11
45 | Cc1cnc(-c2ccccc2)n1C1CCN(C(=O)NCc2ccccc2)C1 (configuration not stated) | / | -2% | 5% | -28% | -10% | -5% | 9
46 | CCOc1ccccc1CNC(=O)c1cn(-c2ccc(OC)cc2)c(=O)c2ccccc12 | / | / | 3% | / | -12% | / | -8
47 | O=[N+]([O-])c1ccc(C(c2sc3nc(-c4ccco4)nn3c2O)N2CCC3(CC2)OCCO3)cc1 (configuration not stated) | / | / | -10% | / | 15% | / | -14
48 | COCc1cc(C[C@@H]2CC[C@H](O)[C@@H](CN(C(=O)Nc3cccc(OC)c3)C(=O)Nc3cccc(OC)c3)O2)no1 | -1% | -12% | 3% | -22% | -3% | -14% | -1
49 | COc1cc(O)c([C@@H](CC(=O)N2CC(C)CC(C)C2)c2ccc3c(c2)OCO3)c(OC)c1 (some centres not stated) | / | / | -10% | / | / | 2% | -10
50 | Cc1cc(C(=O)N2CCCCCCn3c(nnc3-c3ccc(F)cc3)CC2)nn1C | 1% | -12% | 3% | -32% | -15% | -2% | 11

# Carrying on.
no. | SMILES | FLuc inh | HEK293 tox | HEK293 viab | 3T3 cytotox | SNCA expr inh | GPT2 inhibitor | IP6K1 inh
51 | O=C1NCN(Cc2ccc(Cl)cc2)C12CCN(Cc1cccnc1)CC2 | 5% | ? | 18% | ? | -4% | 5% | -12
52 | COc1ccc(-c2nc(C)nc3c2CN([S+](=O)([O-])c2cccc(OC)c2)CC3)cc1 | / | i | -9% | ? | -9% | -1% | 4
53 | COc1ncccc1-c1cn(C)c(=O)n2cc(CN3CC[S+](=O)([O-])CC3)nc12 | -3%[172 µM] | -14%[172 µM] | 1%[87.6 µM] | ? | -18%[87.6 µM] | 5%[88.5 µM] | 10
54 | CC(=O)OCC1=C(C(=O)O)N2C(=O)[C@@H](NC(=O)Cc3cccs3)[C@H]2SC1 | / | / | 1% | / | 1% | -9% | -3
55 | C[C@@]12CO[C@H](c3ccccc3)C[C@@H]1C[C@@H](N1CCN(Cc3ccc(F)cc3)CC1)C2 | / | ? | / | -37% | / | / | -6
